Source: PubChem
STAT1 activator – activators of IFN-gamma induced STAT1 signaling. NIH 3T3 STAT1-luciferase reporter, luminescence; 100% = IFN-gamma alone, no compound. activation (% of control), % at 5.5 µM. 2.6% of 200,000 active. AID 932;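 active = activation above the screen-wide mean activation plus 3 SD, cut at about 130% in these data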;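 also: raw ratio to IFN-gamma control signal so 100% means no change and 0% no light; values of inactives mirror those of a sister screen read the other way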
G6PDH counter – counter-screen for G6PDH assay hits: L. mesenteroides G6PDH inhibition | Purified L. mesenteroides G6PDH, diaphorase/resazurin coupled fluorescence, 45 min | inhibition, % at 5 µM | 0.12% of 200,000 active | AID 1020; in the data active = inhibition above about 50%
APP 5UTR inh – APP translation inhibition. SH-SY5Y APP 5'UTR-luciferase reporter, luminescence. inhibition, % at 2 µM. 0.82% of 190,000 active. AID 1285;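 active = inhibition above a set limit, derived from the sample mean plus 3 SD, cut at about 45% in these data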; also: values of inactives mirror those of a sister screen read the other way
NF-kB neuron act – NF-kB expression increase, human neuronal cells; NF-kB reporter expression; active compounds read high; fold change at 12.5 µM; 1.6% of 190,000 active; in the data active = fold change above about 3.3
TLR4 MyD88 comp – inhibitors of human TLR4-MyD88 binding | O00206+Q99836 | HeLa CL3-4 TLR4/MyD88 BLA complementation, FRET ratio | inhibition, % at 8.4 µM | 0.18% of 200,000 active | AID 861; in the data active = inhibition above about 25%;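 also: 0% = vehicle and 100% = reference inhibitor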
Target sequence (O00206 whole entry, looked up): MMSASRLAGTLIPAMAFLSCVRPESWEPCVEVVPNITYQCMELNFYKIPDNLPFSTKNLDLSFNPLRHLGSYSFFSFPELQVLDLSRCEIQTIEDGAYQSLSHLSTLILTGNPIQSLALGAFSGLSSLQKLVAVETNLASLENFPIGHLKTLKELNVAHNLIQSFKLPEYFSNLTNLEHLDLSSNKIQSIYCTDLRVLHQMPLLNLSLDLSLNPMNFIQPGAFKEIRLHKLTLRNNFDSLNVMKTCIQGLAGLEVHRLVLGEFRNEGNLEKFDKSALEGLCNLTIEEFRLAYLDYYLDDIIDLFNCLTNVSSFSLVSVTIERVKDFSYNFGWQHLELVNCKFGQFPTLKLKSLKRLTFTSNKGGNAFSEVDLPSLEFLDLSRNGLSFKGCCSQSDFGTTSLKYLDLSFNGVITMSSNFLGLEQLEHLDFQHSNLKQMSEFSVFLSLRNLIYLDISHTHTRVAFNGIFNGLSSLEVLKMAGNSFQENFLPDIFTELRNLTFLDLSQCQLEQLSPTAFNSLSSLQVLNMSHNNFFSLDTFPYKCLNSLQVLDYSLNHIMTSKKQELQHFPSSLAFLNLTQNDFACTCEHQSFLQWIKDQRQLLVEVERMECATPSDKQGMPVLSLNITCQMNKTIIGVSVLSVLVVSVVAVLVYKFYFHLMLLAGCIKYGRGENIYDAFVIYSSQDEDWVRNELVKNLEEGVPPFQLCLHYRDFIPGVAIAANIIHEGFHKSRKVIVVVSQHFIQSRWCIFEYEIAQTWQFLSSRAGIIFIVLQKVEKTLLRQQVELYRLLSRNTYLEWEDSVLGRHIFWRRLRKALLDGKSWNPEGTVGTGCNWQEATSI
Target sequence (Q99836 whole entry, looked up): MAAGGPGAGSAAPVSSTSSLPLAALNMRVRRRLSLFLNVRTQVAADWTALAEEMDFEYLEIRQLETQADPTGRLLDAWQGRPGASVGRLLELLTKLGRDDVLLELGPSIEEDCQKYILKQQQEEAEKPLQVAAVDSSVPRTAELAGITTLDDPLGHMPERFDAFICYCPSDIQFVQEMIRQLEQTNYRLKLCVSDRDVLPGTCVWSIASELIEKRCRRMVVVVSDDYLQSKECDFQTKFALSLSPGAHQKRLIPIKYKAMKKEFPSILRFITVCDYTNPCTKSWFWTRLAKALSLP
FLuc act counter – affects firefly luciferase, flagging false hits in luciferase stimulation screens; P08659; ATPlite luciferase biochemical, luminescence, 10 min; 0 = ATP-free wells, 1 = DMSO control; activation factor at 10 µM; 200,000 tested, under 10 active; AID 1027;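 active = luciferase activation factor, scaled between plate controls, of at least 2 with compound at 10 µM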
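System: Luciferase/luciferin detection reagent, cell-free biochemical luciferase assay | Medium: PBS buffer for ATP | Dosing: Test compounds dosed from 2 mM stocks in 100% DMSO | Timing: 10 min at ambient temperature | Signal: Luminescence measurement of luciferase light output | Evaluation: Luciferase activation, seen as luminescence increase over controls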
Diaph inh CS – inhibits diaphorase or chemically oxidizes, flagging diaphorase assay artifacts; diaphorase resazurin-to-resorufin fluorescence, NADH, 16 min; bacterial (C. kluyveri) enzyme, not human; inhibition, % at 20 µM; 0.69% of 190,000 active; AID 1217;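 active = primary screen inhibition at 20 µM above a set limit, cut at about 50% in these data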;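 also: plate controls were DMSO with full reaction for no effect and wells lacking NADH for full effect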
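controls = No-NADH positive control and DMSO neutral control | system = Clostridium kluyveri diaphorase enzyme | timing = reaction incubation of 16 min at room temperature | signal = resorufin fluorescence 544/590 nm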
FLuc inh counter – Photinus pyralis luciferase inhibition counter-screen. 1.5% of 200,000 active. inhibition, % at 10 µM. AID 1006. P08659. ATPLite firefly luciferase biochemical luminescence, 10 min;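 active = inhibition above about 50% when tested at 10 µM, limit read from the data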
APP 5'UTR act – APP 5'UTR luciferase reporter activation. SH-SY5Y APP 5'UTR luciferase reporter, luminescence; zero percent = DMSO vehicle wells. activation, % at 2 µM. 1% of 190,000 active. AID 1276;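 active = activation above a set limit, based on mean plus 3 SD of controls, cut at about 140% in these data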; also: values of inactives mirror those of a sister screen read the other way
Diaph act CS – counter-screen for diaphorase-based assays: diaphorase activators and chemical reducers | 0.005% of 190,000 active | AID 1229 | Diaphorase/resazurin coupled assay, resorufin fluorescence, 16 min; active compounds read high; 1 = vehicle wells, 0 = NADH-free wells | activation factor at 20 µM;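 active = diaphorase activity raised at least twofold by the compound at 20 µM; inactive = activation factor below 2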
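Material: Purified diaphorase enzyme from Clostridium kluyveri | Buffer or medium: 50 mM HEPES pH 7.4 with 4.542 mM MgCl2, 0.005% Tween 20 | Times: 16 min enzyme reaction, ambient temperature | Signal: Red resorufin fluorescence at 544/590 nm excitation/emission | Measure: Increased resorufin signal from activators or reducing compounds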
* hit, by the source's call; / = no result given. Rows were taken by chance; overall some 5.6% were active at least once.

Each structure is followed by: STAT1 activator	G6PDH counter	APP 5UTR inh	NF-kB neuron act	TLR4 MyD88 comp	FLuc act counter	Diaph inh CS	FLuc inh counter	APP 5'UTR act	Diaph act CS
1) CC1=C(C(=O)OCc2ccccc2)C(c2cccc([N+](=O)[O-])c2)NC(=O)N1CCCCCC(=O)O (stereo unspecified)
→ 95	18	0	1	6	1.1	16	-6	0	0.8
2) C=CCNC(=O)C1CCN(S(=O)(=O)CC)CC1
→ 95	0	/	1	-6	1	15	-3	/	0.8
3) CCOC(=O)c1c(-c2ccccc2)csc1NC(=O)c1ccc(N2C(=O)CCC2=O)cc1
→ 102	3	14	0.97	-13	1	24	0	-14	0.8
4) CCOC(=O)c1c(C)c(-c2ccccc2)n(CC(=O)NCCCN(CC)CC)c1C
→ 101	9	-2	0.96	5	1	7	-4	2	0.9
5) NC(=O)CCCSc1nc2ccccc2[nH]1
→ 93	3	18	1.3	-14	1	-6	1	-18	1.1
6) Cc1nnc(SCCCN2C(=O)c3ccccc3C2=O)o1
→ 101	6	0	1	-10	1.1	3	-6	0	1
7) Cc1ccc(NC(=O)c2cccc(OCc3c(C)noc3C)c2)c(C)c1
→ 93	6	-12	0.97	6	1	0	-4	12	1
8) CCOc1ccccc1NC(=O)NCc1ccccc1F
→ 92	3	2	1.2	-4	0.8	8	16	-2	0.9
9) Cn1c(=O)oc2cc(S(=O)(=O)N3CCC4(CC3)OCCO4)ccc21
→ 100	7	6	1.3	0	1.1	12	-8	-6	0.9
10) COC(=O)C1=CO[C@@H](OC2OC(CO)C(O)C(O)C2O)[C@@H]2C(CO)=CC[C@H]12 (stereo partly specified)
→ 94	18	-3	0.97	-9	1.1	-4	-8	3	1
11) Cc1n[nH]c(=O)nc1NCCN(C)C
→ 97	6	6	1.2	-3	1	7	-5	-6	0.9
12) COc1cccc(/C=N/NC(=O)C(=O)NCc2ccco2)c1O
→ 99	-14	2	2	-2	0.8	14	19	-2	0.9
13) Cn1c(C(=O)c2ccccc2[N+](=O)[O-])nc2ccccc21
→ 106	11	6	0.99	-3	1	8	-2	-6	0.9
14) CC(=O)c1cc2c(cc1N/C(=N/S(=O)(=O)c1ccccc1)c1ccc(Cl)cc1)OCO2
→ 99	-19	0	1.2	1	1	1	-1	-1	1
15) O=C(CO/N=C1\CCCc2nonc21)Nc1ccccc1Cl
→ 100	-7	5	1.2	17	1	16	-5	-5	0.8
16) Cc1cc(=O)oc2ccc(OCC(=O)N(Cc3ccc(F)cc3)Cc3ccco3)cc12
→ 102	-40	-10	0.4	4	1.1	12	-8	10	0.9
17) Cc1ccccc1N/C(SCc1ccc(Cl)cc1)=C(/C#N)C(=O)NCc1ccco1
→ 99	2	9	0.78	-6	1	22	-4	-9	0.8
18) COc1cccc(NC(=O)CN(C)C(C)C(=O)Nc2cc([N+](=O)[O-])ccc2Cl)c1 (stereo unspecified)
→ 95	7	3	0.93	4	1	9	-3	-3	0.9
19) COc1ccc(N(CC(=O)NCc2cccnc2)S(=O)(=O)c2ccccc2[N+](=O)[O-])c(OC)c1
→ 96	7	2	1	8	1.1	17	-7	-2	0.8
20) Cn1c(=O)[nH]c(=O)c2c1nc(N1CCCCCC1)n2CCCSc1nnnn1-c1ccccc1
→ 95	14	-5	0.73	-10	1.1	20	-8	5	0.8
21) CC(Oc1ccc(Cl)cc1Cl)C(=O)Nc1cccc(O)c1 (stereo unspecified)
→ 98	16	-30	1.1	8	1	14	-2	29	0.9
22) CCN1CCCC1CNC(=O)C(=O)Nc1ccc(OC)cc1 (stereo unspecified)
→ 102	4	1	1.1	9	1	5	2	-1	0.9
23) OC(COc1ccccc1)CN1CCOCC1 (stereo unspecified)
→ 97	2	-3	1.1	-6	1.1	6	-5	3	0.9
24) COC(=O)C1CSC(c2ccc(Cl)cc2)N1C(=O)c1ccccc1 (stereo unspecified)
→ 92	24	2	1.2	-3	1	20	-2	-2	0.8
25) Cc1nc[nH]c(=O)c1Br
→ 99	6	11	0.92	-17	1	1	-5	-11	1
26) COc1cccc(C(O)CC(N)=O)c1 (stereo unspecified)
→ 91	2	/	1	-15	1	6	-3	/	0.9
27) O=C1CC(c2cccc([N+](=O)[O-])c2)c2cc3c(cc2N1)CCC3 (stereo unspecified)
→ 76	4	-1	0.93	2	1.1	24	-6	1	0.8
28) O=C(CSc1nnc(NC(=O)C2CCC2)s1)Nc1ccc(N2CCOCC2)cc1
→ 98	7	-4	1.1	11	1	28	-2	4	0.7
29) CSc1nnc(-c2ccccc2N=Cc2c(C)[nH]n(-c3ccccc3)c2=O)c(=O)[nH]1
→ 95	5	14	1.2	7	1	4	-3	-14	1
30) COc1ccc(C(=O)OCC(=O)Nc2cc(C)on2)c(OC)c1OC
→ 103	10	-5	0.94	1	0.9	13	6	5	0.9
31) COc1ccc(CNC(=O)CCSc2nc(-c3ccc4c(c3)OCO4)cc(C(F)(F)F)n2)cc1
→ 97	4	-18	1.2	-5	1.1	-11	-6	18	1.1
32) O=C(CSc1nnc(-c2ccc(Cl)cc2)n1-c1ccccc1)N/N=C/c1ccccc1C(=O)O
→ 96	7	4	1.3	-5	1	12	-3	-4	0.9
33) COc1ccc(NC(=S)NCCCCCC(=O)C[N+](=O)[O-])cc1
→ 95	8	2	1.1	-4	1	-10	-1	-2	1.1
34) Cc1nn(-c2nnc(C)c(=O)[nH]2)c(C)c1SCC(=O)Nc1ccc(F)cc1
→ 96	-8	8	0.94	-21	1	10	-5	-8	0.9
35) CCSc1nnc(NC(=O)C2C3C=CC(C3)C2C(=O)O)s1 (stereo unspecified)
→ 105	10	-4	1.1	1	1	1	-4	4	1
36) CCOc1ccc(NC(=O)c2ccccc2OCC(=O)c2ccc(C)cc2)cc1
→ 98	-4	-8	1.1	6	0.9	10	13	8	0.9
37) CCOC(=O)N1CCN(c2ncnc3nc[nH]c23)CC1
→ 99	-10	13	1.5	7	1.1	10	-6	-13	0.9
38) COc1cccc(C(=O)N(Cc2nc(-c3cccc(C)c3)no2)C(C)C)c1OC
→ 99	-4	1	1.3	-12	1.1	6	-6	-1	0.9
39) COc1ccc2ccccc2c1CNCc1ccccn1
→ 116	3	-1	1.8	-5	1.1	12	-6	1	0.9
40) CC1=C(C#N)C(NC(=O)C(C)(C)C)(C(F)(F)F)C(=O)N1 (stereo unspecified)
→ 93	5	3	1.2	-5	1.1	8	-8	-3	0.9

Entries shown so far that have a COOH group, in the order listed:
Each structure is followed by: STAT1 activator	G6PDH counter	APP 5UTR inh	NF-kB neuron act	TLR4 MyD88 comp	FLuc act counter	Diaph inh CS	FLuc inh counter	APP 5'UTR act	Diaph act CS
1) CC1=C(C(=O)OCc2ccccc2)C(c2cccc([N+](=O)[O-])c2)NC(=O)N1CCCCCC(=O)O (stereo unspecified)
→ 95	18	0	1	6	1.1	16	-6	0	0.8
32) O=C(CSc1nnc(-c2ccc(Cl)cc2)n1-c1ccccc1)N/N=C/c1ccccc1C(=O)O
→ 96	7	4	1.3	-5	1	12	-3	-4	0.9
35) CCSc1nnc(NC(=O)C2C3C=CC(C3)C2C(=O)O)s1 (stereo unspecified)
→ 105	10	-4	1.1	1	1	1	-4	4	1

The list goes on:
Each structure is followed by: STAT1 activator	G6PDH counter	APP 5UTR inh	NF-kB neuron act	TLR4 MyD88 comp	FLuc act counter	Diaph inh CS	FLuc inh counter	APP 5'UTR act	Diaph act CS
41) CC(=O)N1c2ccccc2C(C)CC12CCCCC2 (stereo unspecified)
→ 103	3	3	1.2	0	1	5	-5	-3	1
42) O=C(O)/C=C\C(=O)Nc1ccccc1C#Cc1ccccc1
→ 140*	-19	-73	6.8*	-5	1	12	-3	73	0.9
43) CC(C)(C)c1ccc(-c2c(C#N)c(N)nc3c2CCCC3)s1
→ 90	4	-7	1.1	2	1.1	9	-8	7	0.9
44) Cc1ccccc1Nc1nc(N)nc(CSCc2c(C)noc2C)n1
→ 99	27	9	0.86	-10	1	15	2	-9	0.8
45) O=C(NNc1c2ccccc2nc2ccccc12)c1ccc(O)cc1O
→ 113	8	-12	0.47	-3	0.8	10	22	13	0.9
46) Cc1cc(Br)cc2c1NC(=O)C2(O)CC(=O)c1ccco1 (stereo unspecified)
→ 100	8	-5	0.99	8	1	8	-2	5	0.9
47) Cc1cc(CNC(=S)Nc2cccc(Cl)c2Cl)nn1C
→ 92	3	-8	1	-8	1.1	9	-5	8	0.9
48) O=C(NCc1ccccc1)NC(=O)c1ccccc1
→ 105	8	-10	1.7	5	1	11	-2	10	0.9
49) CS(=O)(=O)Cc1cc(N2CCCC2)nc(-c2ccccc2)n1
→ 97	2	5	1.2	-4	1	4	-2	-5	1
50) COC(=O)C1(C#N)C(c2ccccc2)C1(C(=O)OC)C(=O)OC (stereo unspecified)
→ 97	4	-4	1	4	1.1	14	-5	4	0.9
51) COc1ccccc1NC(=S)N(Cc1ccco1)Cc1cc2ccc(C)c(C)c2[nH]c1=O
→ 104	-15	/	1.9	12	1.1	13	-8	/	0.9
52) CCCN1Cc2cccc(C(=O)NCCCOC(C)C)c2C1=O
→ 113	3	2	1.2	-16	1	-6	-2	-2	1.1
53) O=C(Nc1cccc(S(=O)(=O)N2CCOCC2)c1)c1cn(-c2ccccc2)nc1-c1ccccc1
→ 111	6	16	0.52	-5	1	24	-4	-16	0.8
54) CC1(C)C(=O)Nc2ccccc2N1C(=O)CN1C(=O)c2ccccc2C1=O
→ 102	-2	-2	0.98	-5	1.1	9	-10	2	0.9
55) COC(=O)COc1ccc(Cl)cc1C1Nc2ccccc2C(=O)N1c1ccc(OC)cc1 (stereo unspecified)
→ 101	1	-15	1.5	3	1.1	29	-8	15	0.7
